Bioassay records from PubChem.
D1 ag: activates the human D1 dopamine receptor; activation, % at 2 µM; HEK293 T-REx D1 cells, calcium flux, agonist mode; 360,000 tested, 1% active; P21728; in the data active means activation above about 30%; further: 0% is about no effect
Target sequence (P21728 whole entry, looked up): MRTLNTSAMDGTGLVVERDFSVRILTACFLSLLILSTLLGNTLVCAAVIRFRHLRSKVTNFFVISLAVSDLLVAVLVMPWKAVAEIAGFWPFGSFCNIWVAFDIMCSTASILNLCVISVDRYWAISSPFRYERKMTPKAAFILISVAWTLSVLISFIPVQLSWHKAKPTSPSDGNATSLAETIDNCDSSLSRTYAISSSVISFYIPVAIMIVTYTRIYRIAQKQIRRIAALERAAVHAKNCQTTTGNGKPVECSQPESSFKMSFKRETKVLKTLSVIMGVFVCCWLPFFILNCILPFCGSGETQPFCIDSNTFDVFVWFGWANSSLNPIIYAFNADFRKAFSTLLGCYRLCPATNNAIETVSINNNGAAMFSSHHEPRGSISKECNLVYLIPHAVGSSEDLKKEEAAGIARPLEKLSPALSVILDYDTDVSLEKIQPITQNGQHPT
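Inducible HEK293 T-REx D1 cells, force-coupled to calcium signalling, were plated at 4000 cells/well with tetracycline and held overnight at 30 C. After no-wash calcium dye loading, compound-evoked calcium rise over 180 s flagged agonists.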
Vif-APOBEC3G blk: Vif-A3G binding inhibition. Potency, µM (highest dose often 46.1 µM), for inactives: top-dose activity, negative = active, hits mostly inhibitors. 410,000 tested, 0.076% active. HeLa A3G-eYFP + Vif (tagged APOBEC3G with the HIV-1 protein that degrades it), YFP fluorescence, overnight. AID 602310;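 further: potency means the concentration at half of the fitted maximal effect; on the % scale 0 is the no-effect control and ±100 the full control effect; nearly all actives have a fitted effect of over 60% in size; hits raise eYFP signal because A3G escapes Vif-driven loss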
Target sequence (Q9HC16 whole entry, looked up): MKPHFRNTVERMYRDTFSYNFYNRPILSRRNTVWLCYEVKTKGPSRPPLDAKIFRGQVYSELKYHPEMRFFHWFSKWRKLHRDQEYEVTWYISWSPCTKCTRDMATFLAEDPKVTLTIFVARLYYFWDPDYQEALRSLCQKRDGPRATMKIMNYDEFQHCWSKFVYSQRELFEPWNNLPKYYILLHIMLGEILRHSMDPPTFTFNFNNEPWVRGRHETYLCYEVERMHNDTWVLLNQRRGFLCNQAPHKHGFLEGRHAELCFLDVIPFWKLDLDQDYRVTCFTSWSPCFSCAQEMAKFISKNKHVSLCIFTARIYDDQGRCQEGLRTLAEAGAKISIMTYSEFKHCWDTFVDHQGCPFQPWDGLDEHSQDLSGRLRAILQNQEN
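Read-out is eYFP fluorescence (Ex 488/Em 500-530) from Vif-expressing HeLa A3G-eYFP cells; more signal means A3G escaped Vif-mediated degradation. Cells plated overnight, compound pinned in, incubated overnight at 37 deg C.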
D1 PAM: enhances dopamine response at the human D1 receptor. HEK293 TREx D1 cells, calcium flux, dopamine EC20 potentiation. potentiation, % at 10 µM. P21728. 360,000 tested, 0.036% active; in the data active means potentiation above about 30%; further: 0% is about no effect
LDHA block: blocks human lactate dehydrogenase A; P00338; purified LDHA, NADH/diaphorase-resazurin fluorescence; hits give low values; activity change, % (values are at about 110 or 230 µM); 480,000 tested, 0.15% active; in the data active means activity change below about -30%; inconclusive means mostly about -25% to -30%;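 further: plate controls were DMSO wells for no effect and wells without enzyme for full effect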
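Remaining NADH was detected by diaphorase (0.133 mg/mL) converting 37 µM resazurin to fluorescent resorufin, read at 0 and 20 minutes. The preceding 5-minute room-temperature reaction used 2 nM LDHA, 0.2 mM sodium pyruvate and 0.06 mM NADH at pH 7.4.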
RXFP1 ag: RXFP1 (human) receptor agonism; Potency, µM (highest dose often 57.5 µM), inactives show top-dose activation, most hits filed as activators; HEK293T-RXFP1 cAMP TR-FRET, 30 min; response scale: percent of porcine relaxin response, buffer zero; 370,000 tested, 0.3% active; Q9HBX9; further: potency means the concentration at half of the fitted maximal effect; on the % scale 0 is the no-effect control and ±100 the full control effect; nearly all actives have a fitted effect of over 60% in size; many of its hits are not listed in these tables
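HEK293T cells stably expressing RXFP1 were pretreated with the PDE4 inhibitor Ro 20174, exposed to compounds for 30 min at 37C, lysed, and cAMP was read by TR-FRET. Data normalized to buffer (basal) and 29 nM porcine relaxin (100%).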
D2 PAM: positively modulates the human D2 dopamine receptor allosterically. HEK293 T-REx D2, calcium flux, EC20 dopamine potentiation. AID 485347. 340,000 tested, 0.34% active. P14416. potentiation, % at 10 µM;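 active means potentiation over 3 SD above the plate norm, cut at about 30% in these data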; further: 0% is about no effect
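Potentiation of an EC20 dopamine calcium response is measured in a force-coupled, tetracycline-inducible Hek293 Trex D2 line. Compound-only kinetic reads over 180 s flag agonists before dopamine addition.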
D1 antagonist: human D1 dopamine receptor antagonism | activity change, negative = inhibition, % at 10 µM | AID 504652 | P21728 | 360,000 tested, 3.2% active | HEK293 TREx D1 cells, calcium flux, dopamine EC80; hits give low values; in the data active means activity change below about -30%; further: on the % scale 0 is the no-effect control and ±100 the full control effect
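Inducible Hek293 Trex D1 cells (tetracycline, overnight, 30 C). Calcium dye 30–90 min RT. Antagonist mode: EC80 dopamine added after 180 s compound read.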
Vif-A3F inh: inhibitors of Vif-A3F interaction; HeLa A3F-eYFP + Vif (tagged APOBEC3F with the HIV-1 protein that degrades it), YFP fluorescence increase; Potency, µM (highest dose often 46.1 µM), without a hit: at the top dose activity, negative = active; 390,000 tested, 0.2% active; further: potency means the concentration at half of the fitted maximal effect; % of control where 0% means no effect; nearly all actives have a fitted effect of over 65% in size
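HeLa cells stably expressing A3F-eYFP plus Vif, plated and incubated overnight at 37 deg C, then exposed to compounds overnight at 37 deg C. Blocked degradation read as raised yellow fluorescence (Ex 488/Em 500-530).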
GRP78 ERSR act: ER stress response induction in glioma; 420,000 tested, 0.02% active; Potency, µM, for the others: top-dose activation, hits mostly activators; U87-MG GRP78 promoter luciferase reporter, 16 h; AID 602332; further: potency means the concentration at half of the fitted maximal effect; series mostly up to about 76 µM; % of control where 0% means no effect; nearly all actives have a fitted effect of over 35% in size
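Stably transfected U87-MG human glioma cells carrying a GRP78-based luminescent sensor were seeded at 1000 cells/well, pin-dosed with compounds and incubated 16 h. Luciferase reagent was then added, and end-point luminescence was read after 10 min at room temperature.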
Active calls of the source: *; u = inconclusive; x = no result given. Unless noted, the call rests on the fitted dose curve; in most records, active means well fitted curve in the direction sought with a large enough effect; inconclusive means small, poorly fitted or top-dose-only effect, or another doubt; inactive means no such curve, though single readings can be large; an effect the other way counts as inactive or inconclusive. Not all compounds are listed; the hit share may differ from the screen's.

1	Cc1oc(C(C)(C)C)c(CN2CCOCC2)c1C(=O)O
2	Cc1[nH]n(-c2cccc(Cl)c2)c(=O)c1C=NCC(C)C
3	Cc1ccc(S(=O)(=O)Cc2cn3cccnc3n2)cc1
4	O=C(COc1ccccc1[N+](=O)[O-])NNC(=O)Nc1cccc2ccccc12
5	Cc1ccnc(NC(=O)CCC(=O)N(CC(=O)NCc2ccc(F)cc2)c2cccc(F)c2)c1
6	COc1ccc(NC(=O)COc2nsnc2N2CCCCC2)cc1
7	CC(C)C(=O)Nc1cccc(C(=O)NCc2ccc3c(c2)OCO3)c1
8	CCCC(=O)Nc1sc(C)c(C)c1C#N
9	CCC(=O)c1ccc(OCC(=O)O)c(OC)c1
10	O=C(CN1C(=O)C(=O)N(Cc2ccccc2)C1=O)Nc1ccc(OC(F)F)cc1
compound no. | 1 | 2 | 3 | 4 | 5 | 6 | 7 | 8 | 9 | 10
D1 ag | 1 | -4 | 3 | 1 | -1 | 4 | -3 | 0 | 5 | 1
Vif-APOBEC3G blk | -2% | 2% | -2% | -11% | 1% | 1% | -4% | -4% | 1% | 1%
D1 PAM | -9 | -3 | -4 | -5 | -12 | 0 | -6 | 5 | 7 | -4
LDHA block | -7 | -8 | -6 | 4 | -8 | 1 | 7 | -4 | -4 | -15
RXFP1 ag | 1.2% | -0.4% | 4.2% | 0.2% | 2.0% | 1.5% | 1.0% | -2.5% | 1.8% | 2.1%
D2 PAM | -2 | -2 | -5 | -4 | x | 4 | 17 | 18 | 5 | 14
D1 antagonist | -7 | 10 | 6 | 3 | 10 | -34* | -16 | -28 | -20 | 6
Vif-A3F inh | 3% | 1% | -9% | -3% | -21% | -1% | -4% | -7% | -8% | 2%
GRP78 ERSR act | -3% | 2% | -4% | 0% | -6% | -1% | -3% | 3% | -4% | -6%

11	O=C(Cn1ncc2c3ccccc3n(Cc3ccc(Cl)cc3)c2c1=O)NC1CCCCCC1
12	COc1ccc2c(c1)c1nnc(SCC(=O)N3CCCCC3C)nc1n2C (configuration not stated)
13	Cc1c(C)n2c(SCC(=O)N3CCOCC3)nnc2[nH]c1=O
14	COc1cc(OC)nc(NC(=O)CN2CCN(c3ccc(F)cc3)CC2)n1
15	C=CCNC(=O)/C(=C/c1ccc(Br)cc1)NC(=O)c1ccccc1OC
16	Cc1noc(C)c1C(=O)NCCc1c(C)[nH]c2ccccc12
17	Nc1c(Br)cc(Br)c2cccnc12
18	CCCC(=O)Nc1cc(C)c(NC(=O)c2ccco2)cn1
19	Cc1ccc(-c2nn(-c3cccc([N+](=O)[O-])c3)c3c2cnc2ccc(F)cc23)cc1
20	Cc1ccc(NS(=O)(=O)c2c(C(=O)N3CCCC3)c(C)n(C)c2C)cc1
compound no. | 11 | 12 | 13 | 14 | 15 | 16 | 17 | 18 | 19 | 20
D1 ag | 3 | 1 | 3 | 1 | 0 | 2 | 2 | 1 | -2 | 2
Vif-APOBEC3G blk | -9% | -2% | 0% | 0% | -2% | -3% | 0% | 0% | -3% | 4%
D1 PAM | 1 | -7 | -4 | 6 | -9 | -3 | 16 | 6 | 1 | -3
LDHA block | 0 | -1 | -3 | -1 | -6 | 0 | 12 | -1 | -1 | -3
RXFP1 ag | -0.4% | 4.0% | 2.2% | -0.1% | 1.5% | -3.2% | x | -0.2% | 1.0% | 0.0%
D2 PAM | 0 | -8 | 2 | 6 | 7 | 0 | x | 1 | 3 | -14
D1 antagonist | -8 | 3 | 1 | 15 | 21 | 0 | 0 | 7 | -4 | 3
Vif-A3F inh | -18% | -6% | 2% | -13% | 3% | 0% | x | -17% | -1% | -2%
GRP78 ERSR act | -2% | -5% | -4% | -5% | -5% | -5% | 0% | -2% | -4% | -3%

Look-ups from the entries so far:
In D1 ag, `Cc1noc(C)c1C(=O)NCCc1c(C)[nH]c2ccccc12` shows 2
In GRP78 ERSR act, `Nc1c(Br)cc(Br)c2cccnc12` shows 0%
In LDHA block, `C=CCNC(=O)/C(=C/c1ccc(Br)cc1)NC(=O)c1ccccc1OC` shows -6

Arranged by molar mass (rising): some entries from above
16	Cc1noc(C)c1C(=O)NCCc1c(C)[nH]c2ccccc12
17	Nc1c(Br)cc(Br)c2cccnc12
14	COc1cc(OC)nc(NC(=O)CN2CCN(c3ccc(F)cc3)CC2)n1
compound no. | 16 | 17 | 14
D1 ag | 2 | 2 | 1
Vif-APOBEC3G blk | -3% | 0% | 0%
D1 PAM | -3 | 16 | 6
LDHA block | 0 | 12 | -1
RXFP1 ag | -3.2% | x | -0.1%
D2 PAM | 0 | x | 6
D1 antagonist | 0 | 0 | 15
Vif-A3F inh | 0% | x | -13%
GRP78 ERSR act | -5% | 0% | -5%

Carrying on.
21	CC(C)CC1C(=O)N(Cc2cn(CC3CCCCC3)nn2)CCS(=O)(=O)N1Cc1ccc(-c2ccc(Cl)cc2)cc1 (configuration not stated)
22	CCOC(=O)N1CCN(C(=O)CSc2nc3c(cnn3-c3ccccc3)c(=O)[nH]2)CC1
23	CC(C)(C)NC(=O)CSc1nc(N)c(-c2ccccc2)c(=O)[nH]1
24	Cc1ccc(S(=O)(=O)N2CCC(=O)N(C(COCc3ccc(C(F)(F)F)cc3)Cc3ccccc3)CC2)cc1 (configuration not stated)
25	N#C/C(=C\C1CC2C=CC1C2)c1nc2ccccc2[nH]1 (configuration not stated)
26	CCOCCCNC(=O)/C(C#N)=C/c1ccc(C)o1
27	CCN(CC(=O)NC(C)(C)C)C(=O)CN1c2cccc3cccc(c23)S1(=O)=O
28	CCOc1ccccc1C(=O)NCCNC(=O)c1ccccc1OCC
29	Cc1cccc(C(=O)NC(=S)N2CCN(c3ccc([N+](=O)[O-])cc3)CC2)c1
30	O=C1CC(/C=C/c2ccco2)=Nc2ccccc2N1
compound no. | 21 | 22 | 23 | 24 | 25 | 26 | 27 | 28 | 29 | 30
D1 ag | x | 0 | 0 | 6 | 14 | 3 | 3 | x | 1 | 1
Vif-APOBEC3G blk | 0% | -5% | 1% | 4% | -3% | 1% | 0% | -5% | 0% | -5%
D1 PAM | x | -2 | -7 | -1 | -8 | 0 | 1 | x | -2 | 3
LDHA block | -2 | -5 | -13 | -7 | 1 | 3 | 17 | -2 | -1 | -1
RXFP1 ag | x | 0.2% | 0.2% | -0.5% | -1.1% | 3.3% | 8.3% | x | 0.4% | 0.2%
D2 PAM | x | 20 | 6 | -2 | 0 | 5 | 3 | x | x | 23
D1 antagonist | x | -17 | -13 | 0 | -5 | -3 | -12 | x | -1 | 9
Vif-A3F inh | -4% | 0% | -8% | 7% | -4% | 4% | 1% | -12% | -1% | x
GRP78 ERSR act | -1% | -4% | -9% | -1% | 0% | 5% | -1% | -5% | -4% | 1%

31	C/C(CC(=O)Nc1ccc(Cl)cc1)=N\NC(=O)C(=O)NCCO
32	N#CCSc1nnc(-c2ccccc2O)n1CCc1ccccc1
33	Oc1ccc(NCc2cccs2)cc1
34	CCOC(=O)n1cnc2nc(N)nc(SC)c21
35	COc1ccc2c(c1)c([C@@H]1[C@H](C)[C@H]3CCCC[C@H]3CN1S(=O)(=O)c1ccc(C)cc1)cn2C
36	Cc1ccccc1C(=O)Nc1cccc(-c2cn3cccnc3n2)c1
37	O=C(NN1C(=O)NC2(CCCCC2)C1=O)c1ccc(Cl)c(Cl)c1
38	COC(=O)c1cc(NC(=O)c2cc3ccccc3o2)cc(C(=O)OC)c1
39	Cc1nc2ccc(S(=O)(=O)NC(C(=O)N3CCN(c4ccc(Cl)cc4)CC3)C(C)C)cc2s1 (configuration not stated)
40	CCC(C)N(C(=O)CSc1nnc(COc2ccccc2F)n1N)C1CCS(=O)(=O)C1 (configuration not stated)
compound no. | 31 | 32 | 33 | 34 | 35 | 36 | 37 | 38 | 39 | 40
D1 ag | 1 | 2 | 2 | x | x | 1 | 2 | 1 | 0 | 2
Vif-APOBEC3G blk | 1% | 1% | -8% | -3% | -2% | -7% | 2% | -1% | 2% | 0%
D1 PAM | 0 | -1 | -1 | x | x | -1 | 1 | 0 | -3 | -3
LDHA block | -6 | 1 | 26 | -9 | 7 | 1 | -2 | -3 | -4 | -4
RXFP1 ag | 1.6% | -0.4% | -5.6% | x | x | 6.0% | -0.8% | -3.1% | 0.3% | 1.5%
D2 PAM | -9 | -10 | 16 | x | x | 7 | 5 | 0 | 10 | 13
D1 antagonist | -1 | -6 | 3 | x | x | -14 | 5 | 15 | 2 | 19
Vif-A3F inh | 7% | -2% | 1% | u | -7% | 4% | -6% | -20% | 0% | 4%
GRP78 ERSR act | -2% | -4% | u | -3% | -1% | -5% | 4% | 0% | -2% | -2%

41	Cc1cccc(NC(=O)CCOc2ccccc2)c1
42	Cc1ccc(C(=O)NCC(c2ccc3c(c2)OCO3)N2CCN(C)CC2)cc1C (configuration not stated)
43	COc1ccc(C(=O)COC(=O)C(C)N2C(=O)C3C4CCC(C4)C3C2=O)cc1 (configuration not stated)
44	CCCCc1cc(=O)oc2cc(OS(C)(=O)=O)ccc12
45	CN(C)S(=O)(=O)c1cccc(NC(=O)Cc2ccc(-c3ccccc3)cc2)c1
46	O=P(O)(O)c1ccccc1OCCOCCOc1ccccc1P(=O)(O)O
47	CCCCN(C(=O)CSc1nnnn1C)c1c(N)n(Cc2ccccc2)c(=O)[nH]c1=O
48	Cc1ccc(C(=O)Nc2ccnc(-c3cccnc3)n2)cc1
compound no. | 41 | 42 | 43 | 44 | 45 | 46 | 47 | 48
D1 ag | 0 | -1 | 0 | 3 | 1 | -2 | 2 | 1
Vif-APOBEC3G blk | -7% | 0% | -3% | 0% | 3% | 0% | -4% | 4%
D1 PAM | -6 | -4 | -3 | -4 | -10 | 3 | 2 | -5
LDHA block | -5 | -14 | -8 | -3 | -2 | -2 | -17 | -13
RXFP1 ag | 0.1% | -0.6% | 2.3% | 0.3% | 0.3% | 0.1% | 0.0% | 1.0%
D2 PAM | 10 | -8 | 9 | -5 | 2 | 4 | 2 | 9
D1 antagonist | -7 | 18 | -18 | -19 | -8 | -1 | 2 | -2
Vif-A3F inh | 3% | -2% | -35% | 7% | 4% | -6% | 4% | -9%
GRP78 ERSR act | 9% | -5% | -2% | -3% | 1% | -3% | -5% | 8%
